High-throughput results: PubChem BioAssay, National Center for Advancing Translational Sciences (NCATS)
LmPK inhibitor = qHTS Assay for Inhibitors of Leishmania Mexicana Pyruvate Kinase (LmPK); hit rate 0.37% among 290,000; Q27686; purified LmPK, Kinase-Glo ATP luminescence, 1 h; Potency, µM (top dose mostly 57.5 µM), for inactives: at the highest dose activity change, negative = inhibition, most hits filed as inhibitors; also: potency is read from the fitted curve at half-maximal effect; % is scaled to controls: 0 for no effect and ±100 for the full control effect
Target sequence (Q27686 whole entry, looked up): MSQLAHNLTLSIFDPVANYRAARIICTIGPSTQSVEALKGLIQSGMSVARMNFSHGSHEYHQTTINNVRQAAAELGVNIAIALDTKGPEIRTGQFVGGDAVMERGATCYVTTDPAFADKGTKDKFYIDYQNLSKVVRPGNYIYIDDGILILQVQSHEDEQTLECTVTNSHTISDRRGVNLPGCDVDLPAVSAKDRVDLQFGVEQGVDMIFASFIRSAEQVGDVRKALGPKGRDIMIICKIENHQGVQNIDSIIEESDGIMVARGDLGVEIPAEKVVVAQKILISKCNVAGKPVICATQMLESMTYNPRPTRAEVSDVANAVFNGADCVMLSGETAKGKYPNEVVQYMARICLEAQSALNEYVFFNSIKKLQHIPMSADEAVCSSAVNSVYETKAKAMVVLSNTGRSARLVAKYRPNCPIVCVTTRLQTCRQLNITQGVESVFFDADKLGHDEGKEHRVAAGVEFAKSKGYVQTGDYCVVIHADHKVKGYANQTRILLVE
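Kinase-Glo luminescence read after 1 h RT reaction of 0.1 nM LmPK with 0.5 mM PEP and 0.1 mM ADP. Activity scaled between uninhibited and enzyme-free controls.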
Tb PYK inh = qHTS of Trypanosoma Brucei Inhibitors. pyruvate kinase (Trypanosoma brucei), Q57TT1. TbPYK enzyme, Kinase-Glo Plus ATP luminescence, 45 min. Potency, µM (doses to about 76.8 µM), for the others: at the highest dose activity, negative = inhibition, actives largely listed as inhibitors. hit rate 0.12% among 410,000. AID 624173, 2012; also: potency is read from the fitted curve at half-maximal effect; % is scaled to controls: 0 for no effect and ±100 for the full control effect; nearly all actives have a fitted effect of over 50% in size
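Glycolytic pyruvate kinase of T. brucei was incubated with substrate, test compound and 130 uM ADP for 45 minutes at room temperature. Luminescent Kinase-Glo Plus signal was measured after 10 minutes.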
CHX counter = Cycloheximide Counterscreen for Small Molecule Inhibitors of Shiga Toxin; max response, %; AID 2314, 2010; hit rate 12% among 300,000; cell reporter, cycloheximide protein synthesis inhibition counterscreen; in the data active = max response mostly above about 13%, no sharp cut-off; inactive = mostly below about 14%; also: read at 38.3 µM for the half of the compounds with a filed dose; 0% is about no effect
Pf growth 96h = Primary qHTS for delayed death inhibitors of the malarial parasite plastid, 96 hour incubation; Potency, µM (series often up to 28.7 µM), inactives show top-dose activity change, negative = inhibition, actives largely listed as inhibitors; hit rate 6.9% among 320,000; P. falciparum luciferase reporter growth, 96 h; also: potency is read from the fitted curve at half-maximal effect; % is scaled to controls: 0 for no effect and ±100 for the full control effect
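Plates of compound plus infected erythrocytes (2% hematocrit, 0.05% parasitemia final) incubate 96 hours, 37 C, 5% CO2. Detection reagent added; reduced luminescence from the parasites' luciferase reporter flags inhibition.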
Pf growth 48h = Primary qHTS for delayed death inhibitors of the malarial parasite plastid, 48 hour incubation. Potency, µM (titrated, usually from 28.7 µM), for inactives: at the highest dose activity change, negative = inhibition, actives largely listed as inhibitors. P. falciparum luciferase growth in erythrocytes, 48 h. hit rate 5.9% among 310,000; also: potency is read from the fitted curve at half-maximal effect; % is scaled to controls: 0 for no effect and ±100 for the full control effect
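Cell-based growth assay: transgenic P. falciparum expressing firefly luciferase, cultured in red cells within RPMI 1640 containing 0.5% w/v Albumax, 24 mM bicarbonate and gentamycin. A drop in luciferase activity indicates inhibition.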
Shiga toxin inh = A qHTS for Small Molecule Inhibitors of Shiga Toxin; Vero cells, Shiga toxin protein synthesis inhibition reporter; inhibition, % at 38.7 µM; hit rate 9.2% among 290,000; in the data active = inhibition mostly above about 28%, no sharp cut-off; inactive = mostly below about 43%; also: 0% is about no effect
AmpC no deterg = qHTS Inhibitors of AmpC Beta-Lactamase (assay without detergent) | AmpC nitrocefin hydrolysis, absorbance 480 nm, 0.0001% Triton | Potency, µM (highest dose often 57.1 µM), for the others: top-dose activity change, negative = inhibition, hits mostly inhibitors | P00811 | hit rate 0.52% among 330,000;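 also: potency is read from the fitted curve at half-maximal effect; plate controls were no compound for no effect and no enzyme for full effect; nearly all actives have a fitted effect of over 20% in size; some results filed as inactive show a strong effect at the top dose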
Target sequence (P00811 whole entry, looked up): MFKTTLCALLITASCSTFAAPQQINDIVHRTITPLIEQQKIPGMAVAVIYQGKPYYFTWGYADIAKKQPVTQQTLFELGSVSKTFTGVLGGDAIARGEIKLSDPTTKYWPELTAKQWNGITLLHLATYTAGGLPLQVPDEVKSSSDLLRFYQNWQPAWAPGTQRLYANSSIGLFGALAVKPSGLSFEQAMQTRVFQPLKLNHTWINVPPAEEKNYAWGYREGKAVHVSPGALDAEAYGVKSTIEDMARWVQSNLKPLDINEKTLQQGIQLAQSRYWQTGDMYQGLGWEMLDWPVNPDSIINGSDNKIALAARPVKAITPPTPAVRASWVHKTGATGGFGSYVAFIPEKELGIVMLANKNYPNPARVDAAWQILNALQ
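20 mM phosphate pH 7.0 + 0.01% (detergent screen) or 0.0001% Triton X-100; 5.3 nM AmpC reagent; cpd preinc 15 min RT; nitrocefin (800 uM stock) to start; A480 q20 s × 4 min; Activity was normalised to no-enzyme and no-compound control wells.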
* marks the source's active call; other numbers are inactive results; u = inconclusive; x = not tested or not shown; [ ] = dose if it differs, or a comment. Unless noted, calls follow the shape of the dose curve; as a rule, active = well fitted curve in the direction sought with a large enough effect; inconclusive = small, poorly fitted or top-dose-only effect, or another doubt; inactive = no such curve, though single readings can be large; an effect the other way counts as inactive or inconclusive.

SMILES | AmpC no deterg | Tb PYK inh | Pf growth 48h | LmPK inhibitor | Pf growth 96h | CHX counter | Shiga toxin inh
Cc1ccc2cc(CN(CC3CCCO3)C(=S)NCc3ccco3)c(=O)[nH]c2c1 (stereo not drawn) | 50% | -7% | u | -3% | 19% | 1 | -6
O=C(Cn1cc([N+](=O)[O-])ccc1=O)Nc1ccc2c(c1)OCO2 | -20% | -4% | 3% | x | 7% | x | x
CCCc1ccc(-c2cc(NC(=O)CSc3n[nH]c(N)n3)n(-c3ccccc3)n2)cc1 | -8% | -5% | x | -2% | 20% | 15 | 37
O=C(OCc1nc2ccccc2s1)c1cccc(S(=O)(=O)N2CCOCC2)c1 | 48% | 5% | 114%[activator] | -5% | 76%[activator] | 37* | 108*
CCOC(=O)N1CCN(CC(=O)Nc2nnc(C(F)(F)F)s2)CC1 | -16% | 22% | -12% | -3% | 31%[activator] | 6 | 4
CC(=O)Nc1ccc(S(=O)(=O)N(CC(=O)O)Cc2ccccc2)cc1 | x | 1% | 19% | 5% | x | 8 | 4
COc1ccc2nc(NC(=O)CCc3ccc(OC)c(OC)c3)sc2c1 | -4% | 5% | u | -1% | 12µM* | 30* | 30
CCc1cc(=O)oc2cc(C)cc(OCC(=O)NCCc3c[nH]c4ccccc34)c12 | -12% | -3% | 1.9µM* | -8% | 2.6µM* | -4 | -5
Cc1nn(-c2ccccc2)c(C)c1C(=O)OCC(=O)NC(=O)NC1CCCCC1 | -4% | -2% | 1% | 4% | 5% | 2 | -6
Cc1sc2ncnc(Nc3ccccc3)c2c1C | -14% | -12% | 19% | -1% | x | 1 | -11
Cc1ccc(NC(=O)N2CCN(C(=O)c3ccco3)CC2)cc1Cl | 10% | 5% | u | -2% | 36%[activator] | -4 | -5
Cc1cc(NC(=O)CSc2nnc(C)n2C)no1 | -14% | 3% | 34%[activator] | 2% | 3% | -4 | -5
CCCC(=O)Nc1nc2nc(-c3ccccc3)cc(-c3ccccc3)n2n1 | -28% | -5% | u | 0% | u | -3 | -12
COc1ccc(CNC(=O)C(C)n2nc(C)c3c(C)n(-c4ccc(C)cc4)nc3c2=O)cc1 (stereo not drawn) | 1% | u | 13µM* | 2% | -2% | 3 | -5
CCOC(=O)COc1ccc2c(c1)C(=O)CC(C)(C)O2 | -8% | 0% | 0% | -5% | u | -4 | -7
O=C(N/N=C/C=C/c1ccc(Br)cc1)C(O)c1ccccc1 (stereo not drawn) | -55% | -1% | -1% | -1% | 23% | -4 | 0
C[C@@H]1C=CC(=O)O[C@@H]1c1ccc(Cl)cc1 | -13% | 3% | u | -4% | u | 14 | 9
CSCCC(NS(=O)(=O)c1ccc2c(c1)oc(=O)n2C)C(=O)NCc1cccs1 (stereo not drawn) | -15% | -6% | -3% | 2% | 20% | -2 | -16
O=C(N/N=C/c1ccccn1)c1cc(-c2ccc(Br)s2)[nH]n1 | -58% | 0% | u | 0% | 22% | -6 | -7
CCOCCCNC(=O)CCNS(=O)(=O)c1ccc(C)cc1 | -14% | 0% | 5% | 2% | 9.3µM* | -2 | -10
CCOC(=O)Nc1ccc2c(c1)N(CCCN(C)C)c1ccccc1CC2 | 143% | -5% | u | 0% | 13µM* | -5 | 0
Cc1ccccc1N1CCN(C(=S)c2ccc(-c3cccc([N+](=O)[O-])c3)o2)CC1 | -29% | -13% | 10µM* | -2%[11.5 µM] | u | 8 | 36
CC[n+]1ccccc1/C=C1\Sc2ccc(C)cc2N1C | 2% | -10% | 1µM* | 1% | 26% | -2 | 44
O=C(O)CC(NC(=O)CCc1ccccc1)c1ccc(Cl)cc1 (stereo not drawn) | -8% | -9% | 39%[activator] | 0% | u | 2 | -8
COc1ccc(NC(=O)CC2C(=O)N(C)C(=S)N2Cc2cccs2)cc1 (stereo not drawn) | -30% | -1% | -22% | 3% | u | 1 | 35
Cc1nn(C)c(Cl)c1CN1CCN(C2CCCC2)C(CCO)C1 (stereo not drawn) | 0% | -2% | -20% | 7% | 20% | 11 | 13
CCNc1ccc(C(=O)N/N=C/c2c(C)nn(-c3ccccc3)c2N2CCCC2)cc1[N+](=O)[O-] | -8% | -2% | -9% | -1% | -19% | 2 | -14
COc1ccc2c(=O)c3c(=O)n(Cc4ccco4)c(-c4ccc(C)cc4)nc3oc2c1 | 0% | -14% | u | 12% | 14% | -1 | 32
Cc1cc(C)nc(N(C#N)C(C)C(=O)N(C)C)n1 (stereo not drawn) | -10% | -1% | 2% | -3% | 76%[activator] | -2 | -14
CS(=O)(=O)N(CC(=O)NCc1ccncc1)c1cc(Cl)cc(Cl)c1 | -13% | 8% | 4% | 1% | x | -4 | -3
Cc1ccc(C)c(SCC(=O)Nc2oc(C)c3c(C)n[nH]c(=O)c23)c1 | -9% | -4% | -15% | x | 25% | x | x
CCCn1c(SCC(=O)N2CCc3ccccc32)nnc1-c1ccco1 | 0% | -4% | u | -5% | u | 1 | -12
O=C(NCc1ccc(Cl)cc1)c1cccc(NC(=O)c2ccccc2)c1 | -39% | 0% | 1% | -1% | u | 0 | -14
CCOC(=O)c1ccccc1NC(=O)CC1SC(=NC)N(C)C1=O (stereo not drawn) | 11% | -4% | 21% | 0% | -2% | 13 | 2
CCOc1ccc(-n2c(C)cc(/C=N/NC(=O)C(N)=O)c2C)cc1 | 3%[2.29 µM] | -1% | -6% | 2% | 0% | 11 | 55
C=CCNC(=S)Nc1cc(S(=O)(=O)N2CCOCC2)ccc1-n1cncn1 | 2% | -16% | -1% | 3% | 31% | 3 | -10
CCOc1ccc(NC(=O)c2sc3nc(C)nc(N4CCOCC4)c3c2C)cc1 | 100%[activator] | 0% | -28% | -5% | -7% | -2 | 2
O=C(Nc1ncccc1O)c1ccc(C(=O)c2ccccc2)cc1 | -5% | 0% | 0.74µM* | x | 0.93µM* | x | x
O=C(Nc1cnccn1)Nc1cccc(Cl)c1Cl | -27% | 1% | 11% | 1% | u | 26* | 16
CCOc1cc(N2CCOCC2)c(OCC)cc1NC(=O)CC12CC3CC(CC(C3)C1)C2 | 77%[activator] | 1% | x | 10% | u | -3 | 8

Entries of single compounds as entered above. Screens in order: AmpC no deterg	Tb PYK inh	Pf growth 48h	LmPK inhibitor	Pf growth 96h	CHX counter	Shiga toxin inh
COc1ccc2c(=O)c3c(=O)n(Cc4ccco4)c(-c4ccc(C)cc4)nc3oc2c1 across the screens: 0%	-14%	u	12%	14%	-1	32
CCNc1ccc(C(=O)N/N=C/c2c(C)nn(-c3ccccc3)c2N2CCCC2)cc1[N+](=O)[O-] across the screens: -8%	-2%	-9%	-1%	-19%	2	-14
CCOC(=O)COc1ccc2c(c1)C(=O)CC(C)(C)O2 across the screens: -8%	0%	0%	-5%	u	-4	-7

Further compounds.
SMILES | AmpC no deterg | Tb PYK inh | Pf growth 48h | LmPK inhibitor | Pf growth 96h | CHX counter | Shiga toxin inh
Cc1[nH]c2ccccc2c1SCC(=O)N1CCOCC1 | -9% | -2% | 68%[activator] | -5% | 86%[activator] | 4 | 15
COc1ccc(CN(CCN)C2CC(C)N(C)CC2C)cc1 (stereo not drawn) | -19% | -1% | u | -1% | u | 2 | -5
C1CC(CN2CCOCC2)CN(Cc2nc(CC3CC3)no2)C1 (stereo not drawn) | -1% | 0% | 26% | 3% | 31%[activator] | -3 | 10
NC(=O)NN=C1C2CCCC1C(c1ccccc1)NC2c1ccccc1 (stereo not drawn) | 17% | -1% | u | 0% | u | 2 | -2
Cc1ccc(NC(=O)c2ccc(-n3cccn3)c([N+](=O)[O-])c2)cc1C | -30% | -6% | -11% | 0% | u | 34* | 45*
O=C(Nc1ccncc1)Nc1ccc(Cl)cc1Cl | -53% | 1% | 1.7µM* | 2% | -4% | 7 | 21
CN(C)c1ccc(N=Nc2ccc(C(=O)O)cc2)cc1 | -4% | -30% | 4% | 0% | -10% | 19 | 33
CCOC(=O)C1=C(Nc2ccc(Br)cc2)CC(C)(O)C(C(=O)OCC)C1c1ccccc1 (stereo not drawn) | -11% | 3% | 6% | 5% | 79%[activator] | 9 | -5
Cc1cc(C(=O)CSc2n[nH]c(N)n2)c(C)n1-c1cc(F)ccc1F | -26% | 2% | 11% | -1% | 9%[5.75 µM] | 29* | 98*
COc1ccc(C)cc1NC(=O)CNC(C)C(=O)Nc1cc(Cl)ccc1Cl (stereo not drawn) | 76%[activator] | 0% | u | 4% | u | -2 | -6
COCCn1c(SCC(=O)NC2CC2)nnc1-c1ccc(Cl)cc1 | 4% | -6% | -25% | x | 18% | x | x
N#Cc1cc2c(N)c(C(=O)Nc3ccccc3)sc2nc1N | -29% | x | 10% | 3% | 44%[activator] | 36* | 90*
O=C(Nc1cccc(O)c1)c1ccc(C(=O)c2ccccc2)o1 | -14% | -9% | u | 2% | -2% | 40* | 88*
O=C(O/N=C\c1ccc(N2CCOCC2)c([N+](=O)[O-])c1)c1ccc(F)cc1 | -28% | -1% | 36%[activator] | 0% | 282%[activator] | -3 | -7
c1ccc2c(-c3nc4ncccc4o3)cccc2c1 | -24% | 5% | 42%[activator] | 3% | 39%[activator] | 20* | 34
Cc1ccc(NC(=O)Nc2cc(-c3ccccc3)nn2C)cc1Cl | -10% | -11% | 1% | 6% | 23% | 1 | 32
COc1ccc2nc3ccccc3nc2c1NC(=O)c1ccc(Cl)cc1 | -16% | -1% | 9% | 0% | -13% | -3 | -9
C#C[C@@]1(O)CCC2C3CCC4=C/C(=N/OCC(=O)NC(C(=O)NC(CC(C)C)C(=O)O)C(C)C)CC[C@]4(C)C3CC[C@@]21C (stereo partly drawn) | 52% | -10% | u | 10% | u | -3 | 4
Cc1ccccc1OCc1nnc(SCC(=O)O)n1-c1ccccc1 | -28% | 1% | -5% | -4% | -8% | 1 | x
O=C(NC1CCCCC1)C1CC(=O)N(CCc2ccc(F)cc2)C1 (stereo not drawn) | -14% | -19% | 1% | -1% | -14% | -5 | -4
O=C(c1ccco1)N1CCN(c2cc(N3CCOCC3)c(F)cc2[N+](=O)[O-])CC1 | -7% | -5% | -12% | 5% | u | -5 | -2
COc1ccc(NC(=O)CSc2nc3c(c(-c4cccs4)c2C#N)CN(C)CC3)cc1OC | 121%[activator] | 8% | -54% | 3% | u | -2 | -5
COc1ccccc1/C=C/C=N/NC(=O)c1cccs1 | -58% | 5% | u | -15% | -19% | 44* | 116*
CC(C)(C)c1nnc2cccc(Cl)n12 | 2% | -1% | -13% | 0% | -4%[1.15 µM] | -4 | -4
c1ccc(-c2ccccc2OCCOCCN2CCNCC2)cc1 | 31% | 0% | u | -4% | -8%[5.75 µM] | 1 | -4
N#Cc1c2nc3ccccc3nc2n2cc(NC(=O)c3ccc(F)cc3)ccc12 | -37% | -12% | 17% | -7% | u | -3 | 8
Cn1nc([N+](=O)[O-])nc1Oc1ccccc1N | -11% | x | x | 11% | -17% | -5 | -13
CS(=O)(=O)Oc1ccccc1/C=C1/N=C(c2ccc(F)cc2)OC1=O | -10% | 6% | 5% | -1% | 40%[activator] | 6 | -9
COc1ccccc1C(=O)NCCCNC(=O)c1ccccn1 | -4% | 6% | 40%[activator] | 9% | 13% | -3 | -9
